Screening data deposited in PubChem by Sanford-Burnham Center for Chemical Genomics.
NALP3 yeast inh = inhibitors of NALP3 inflammasome in yeast | Yeast reconstituted NLRP3/ASC/caspase-1, beta-gal luminescence, 24 h | hit rate 0.39% among 330,000 | AID 2825 | inhibition, % at 10 µM;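 active = inhibition of 50% or more; inactive = inhibition below 50%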;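 also: plate controls were induced DMSO wells for no effect and uninduced yeast grown without galactose for full effect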
SENP7 block = blocks the human protease SENP7; recombinant SENP7, Z-RLRGG-aminoluciferin luminescence, 40 min; inhibition, % at 5 µM; hit rate 1.5% among 330,000; AID 434973;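 active = inhibition above about 50% at the single test dose, limit read from the data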;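 also: plate controls were DMSO with enzyme for no effect and no enzyme buffer wells for full effect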
Target sequence (Q9BQF6 706-1050 limits assumed): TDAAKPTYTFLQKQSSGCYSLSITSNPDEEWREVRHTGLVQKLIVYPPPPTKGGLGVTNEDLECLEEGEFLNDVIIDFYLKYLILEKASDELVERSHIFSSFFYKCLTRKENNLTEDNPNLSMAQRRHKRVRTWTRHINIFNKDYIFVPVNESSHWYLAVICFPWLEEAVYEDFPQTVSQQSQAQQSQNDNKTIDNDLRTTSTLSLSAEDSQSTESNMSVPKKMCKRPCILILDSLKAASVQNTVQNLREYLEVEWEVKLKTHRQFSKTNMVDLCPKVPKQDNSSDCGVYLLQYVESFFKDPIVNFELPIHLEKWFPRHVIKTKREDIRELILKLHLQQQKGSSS
Apaf1 inhib = human Apaf-1 inhibition; O14727; reconstituted apoptosome caspase-3 activity, DEVD-Rh110 fluorescence; inhibition, % at 20 µM; hit rate 0.71% among 330,000; AID 489030; active = inhibition of at least 40% at 20 µM;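 also: plate controls were DMSO wells for no effect and DEVD-CHO caspase inhibitor wells for full effect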
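Assay system – apoptosome proteins · Medium – Hepes buffer, pH 7.5 · Also added – cytochrome c with DEVD-Rh110 · Timing – 30 min compound preincubation, 50 min activation, room temperature · Detection – Rh110 fluorescence, excitation 480 nm, emission 540 nm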
SENP1 FRET inh = inhibitors of human SENP1 SUMO protease catalytic domain | recombinant SENP1 catalytic domain, CyPet-SUMO1-YPet FRET cleavage | hit rate 0.21% among 360,000 | Q9P0U3 | inhibition, % at 10 µM;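 active = inhibition at least 30% at 10 µM, raw YFP signal under a set limit, fluorescence ratio 0.5 to 1.5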;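 also: 0% = enzyme with DMSO and 100% = no enzyme wells; some results filed as inactive read as strong as hits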
Target sequence (Q9P0U3 419-644 limits assumed): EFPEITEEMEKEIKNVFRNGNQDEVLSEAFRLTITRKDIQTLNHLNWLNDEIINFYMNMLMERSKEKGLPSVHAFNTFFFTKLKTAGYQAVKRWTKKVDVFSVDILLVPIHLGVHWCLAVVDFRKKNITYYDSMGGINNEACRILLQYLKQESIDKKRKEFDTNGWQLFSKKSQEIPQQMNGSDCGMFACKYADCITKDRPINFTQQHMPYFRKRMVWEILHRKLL
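Material – human SENP1 catalytic domain · Input – SENP1 enzyme, 20 pM final · Compound dosing – single concentration of 10 µM compound, 0.5% DMSO final · Timing – enzyme reaction for 50 min at room temperature, dark · Measured by – FRET fluorescence in CFP and YFP emission channels · Control set – no-enzyme wells low, DMSO-plus-enzyme wells high control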
HKDC1 inh = HKDC1 (human) hexokinase inhibition | recombinant HKDC1, G6PDH/diaphorase resazurin coupled fluorescence | inhibition, % at 20 µM | hit rate 0.16% among 340,000;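 active = inhibition above about 35% when tested at 20 µM, limit read from the data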;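 also: plate controls were DMSO wells with enzyme for no effect and DMSO wells lacking enzyme for full effect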
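Test system: Recombinant HKDC1 (HK5) hexokinase enzyme, produced in-house | Input: HKDC1 at 5 µg/mL | Buffer or medium: Tris pH 8.0 buffer with MgCl2, Tween-20, BSA, BME | Schedule: 90 min reaction incubation at room temperature, dark | Technique: Resazurin-to-resorufin fluorescence via G6PDH and diaphorase coupling, 525/613 nm | Controls: DMSO wells with and without enzyme mix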
SENP6 block = inhibitors of human SENP6 protease | Recombinant SENP6 catalytic domain, aminoluciferin luminescence | inhibition, % at 10 µM | hit rate 1.8% among 330,000 | AID 2599;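 active = inhibition above about 50% at the single tested dose, limit read from the data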;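 also: plate controls were DMSO wells with enzyme for no effect and DMSO wells lacking enzyme for full effect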
Target sequence (Q9GZR1 628-1112 limits assumed): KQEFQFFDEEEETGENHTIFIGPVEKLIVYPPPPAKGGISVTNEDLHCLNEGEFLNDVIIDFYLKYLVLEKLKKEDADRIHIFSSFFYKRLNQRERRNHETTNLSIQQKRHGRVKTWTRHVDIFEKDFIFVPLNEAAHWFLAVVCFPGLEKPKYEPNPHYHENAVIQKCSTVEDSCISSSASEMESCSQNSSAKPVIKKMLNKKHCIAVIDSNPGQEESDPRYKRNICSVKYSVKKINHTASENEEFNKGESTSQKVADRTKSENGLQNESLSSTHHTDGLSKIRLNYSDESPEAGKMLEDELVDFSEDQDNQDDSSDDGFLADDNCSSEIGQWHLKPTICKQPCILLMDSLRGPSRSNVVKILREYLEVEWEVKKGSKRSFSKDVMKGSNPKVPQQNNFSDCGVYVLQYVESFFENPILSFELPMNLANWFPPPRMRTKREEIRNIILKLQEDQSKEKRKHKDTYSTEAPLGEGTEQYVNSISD
SENP8 block-1 = inhibitors of human SENP8 protease; Q96LD8; recombinant SENP8, Nedd8 substrate fluorescence; inhibition, % at 20 µM; hit rate 0.64% among 360,000; AID 602440; in the data active = inhibition mostly above about 40%, no sharp cut-off; inactive = mostly below about 27%
PfG6PD inh = PfG6PD (Plasmodium falciparum) enzyme inhibition | PfGluPho enzyme, NADPH resazurin-diaphorase fluorescence | inhibition, % at 20 µM | AID 504690 | hit rate 0.78% among 350,000;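 active = inhibition reaching at least a set limit at 20 µM in the primary screen, cut at about 59% in these data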;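 also: 0% = DMSO wells with substrate and 100% = DMSO wells lacking glucose-6-phosphate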
SENP8 block-2 = inhibitors of human SENP8 protease; AID 2540; inhibition, % at 10 µM; Q96LD8; hit rate 1.2% among 330,000; purified SENP8, Z-RLRGG-aminoluciferin cleavage, luminescence; in the data active = inhibition above about 50%
An asterisk follows results filed as active; x = no result given. The order is random; 4.1% or so of the library scored in one or more.

SMILES	NALP3 yeast inh	SENP7 block	Apaf1 inhib	SENP1 FRET inh	HKDC1 inh	SENP6 block	SENP8 block-1	PfG6PD inh	SENP8 block-2
CCC1Nc2ncnc(N3CCN(c4ccccn4)CC3)c2N(Cc2ccc(Br)cc2)C1=O (stereo not given)	56*	3	30	1	2	6	-10	7	-4
CCOc1ccc(-n2cc(C(=O)NCc3ccco3)c3cc(OC)c(OC)cc3c2=O)cc1	12	-12	15	2	-1	-13	-10	-11	-7
CCCCOC(=O)/C=C/c1c(C)[nH]c(=O)[nH]c1=O	11	5	1	2	-5	4	28	-12	-1
CCOC(=O)C1CCN(CC(O)COc2ccc(C(C)=O)cc2)CC1 (stereo not given)	6	-2	-1	2	-7	-1	9	-2	0
COCCn1c(=S)[nH]c2cc(C(=O)N3CCN(c4cccc(Cl)c4)CC3)ccc2c1=O	20	-16	-324	3	-1	-3	8	-4	-15
CC1(C)CC(=O)C(C2C3=C(CC(C)(C)CC3=O)Oc3ccc4ccccc4c32)C(=O)C1 (stereo not given)	3	6	7	-11	-3	18	9	-15	1
COc1cc2cnc(-c3ccccc3)c(C(=O)c3ccc(OCc4ccccc4)cc3)c2cc1OC	x	-2	34	0	0	x	0	10	x
COc1cc2c(cc1/C=C1/NC(=O)N(c3ccccc3)C1=O)OCO2	17	2	11	-28	-7	-15	-340	10	4
O=C(CCN1C(=O)/C(=C/c2cccs2)SC1=S)Nc1ccccn1	24	3	4	15	16	-4	25	-2	8
COc1ccc(-n2c(COc3cccc(C)c3)nnc2SCC(=O)O)cc1	16	1	-1	1	1	-2	5	-33	1
O=C(O)c1nnsc1-c1csnn1	x	x	x	-5	-4	x	23	-11	x
CC1CCc2c(sc(NC(=O)CSc3nc4c(c(C(F)(F)F)n3)CCc3ccccc3-4)c2C(N)=O)C1 (stereo not given)	13	2	0	1	4	-5	22	-19	-8
CCN(C(=O)COC(=O)c1ccc(C)c(S(=O)(=O)N2CCCCC2)c1)C1CCS(=O)(=O)C1 (stereo not given)	-4	-2	-5	2	-6	4	16	-3	6
CCCN(CC(=O)Nc1ccccc1C)C(=O)Cc1n[nH]c(=O)c2ccccc12	2	-4	-9	-1	1	-6	7	10	0
COc1ccccc1C(=O)N(Cc1ccccc1)c1ccc(C)cc1	-5	-3	19	0	1	12	2	-1	11
[O-][n+]1onc2c1CCc1nnc(-c3ccccc3)cc1-2	-13	-4	5	0	-2	10	12	4	-1
CCOC(=O)Cn1c(=NC(=O)c2ccc([N+](=O)[O-])s2)sc2ccccc21	31	10	-6	-28	5	-5	-42	-19	-5
O=C1c2ccsc2SCCN1Cc1cccc(Cl)c1	39	1	13	1	0	-13	19	33	-1
CC(=O)Nc1ccc(S(=O)(=O)N(CCCN2CCOCC2)Cc2cccs2)cc1	8	-4	-5	3	-9	-21	10	7	-2
Cc1oc(-c2ccc(-c3ccccc3)cc2)nc1CN(C)C1CCOC1 (stereo not given)	-7	5	-9	-1	-2	8	-20	4	4
O=C(Cn1cnc2ccccc21)Nc1ccc(SC(F)F)cc1	14	3	12	-1	10	-9	6	2	-1
O=C(NCC1CCN(C(=O)c2ccc([N+](=O)[O-])cc2)CC1)c1ccc([N+](=O)[O-])cc1	2	-1	-6	2	-7	-49	6	2	13
OCc1cccc[n+]1Cc1ccccc1	11	3	-1	3	-1	-21	34	4	5
O=C1CCN(Cc2ccccc2)CCN1CCO	-4	-5	7	0	-4	-15	15	-11	-8
C=CCOc1cccc(C(=O)N2CCCC(CNS(=O)(=O)c3cccs3)C2)c1 (stereo not given)	2	15	3	1	-9	-8	16	-20	1

Looked up above:
C=CCOc1cccc(C(=O)N2CCCC(CNS(=O)(=O)c3cccs3)C2)c1 (stereo not given) | SENP8 block-1: 16
O=C(Cn1cnc2ccccc21)Nc1ccc(SC(F)F)cc1 | HKDC1 inh: 10

(more compounds)
SMILES	NALP3 yeast inh	SENP7 block	Apaf1 inhib	SENP1 FRET inh	HKDC1 inh	SENP6 block	SENP8 block-1	PfG6PD inh	SENP8 block-2
Cc1cn(CC(=O)NCc2ccccc2)c(=O)[nH]c1=O	x	x	x	3	-3	x	13	3	x
Cc1ccc(S(=O)(=O)N2CCOCC2)cc1N/N=C(\C#N)c1nc2ccccc2[nH]1	-18	-10	14	-26	-2	-10	2	7	-9
O=c1c2c3nc4ccccc4nc3n(-c3ccc4c(c3)OCCO4)c2ncn1C1CCCC1	20	-7	19	-103	48*	-12	-499	5	50
CC(C)CCN1CC(=O)N2Cc3[nH]c4ccccc4c3C[C@H]2C1=O	7	6	3	-9	0	17	9	-9	5
COc1ccc(CCN(Cc2cc3ccc(C)cc3[nH]c2=O)C(C)=O)cc1OC	16	-9	-8	2	-6	-5	-3	-16	-7
O=C(N/N=C/c1c[nH]c2ccccc12)c1cc(Br)ccc1O	4	-3	14	-4	-2	-24	-216	-16	1
COc1ccc(/C=C2\Sc3ccc(C(=O)NCc4cccnc4)cc3N(C)C2=O)cc1OC	-5	-1	4	-7	0	-5	-90	42	4
Cc1ccc(Cn2c(SCC(=O)N3CC(=O)Nc4ccccc43)nc3ccccc3c2=O)cc1	9	-8	20	2	-5	-3	12	3	-7
CC1(C)O[C@@H]2[C@H](O1)[C@@H](CO)O[C@H]2n1cnc2c(N)ncnc21	13	6	-3	1	-7	1	14	0	-1
CCOC(=O)c1c(NC(=O)CN2CCOCC2)sc2c1CCCC2	21	-8	35	3	5	0	-43	13	-1
O=C(Nn1c(-c2ccc(Br)cc2)nc2ccccc2c1=O)c1ccc([N+](=O)[O-])cc1	14	13	10	3	-5	5	10	-33	4
N#CC1=C(Nc2ccccc2)SC=C(c2ccc(Br)cc2)N=C1N1CCOCC1	17	-1	-2	-6	-6	4	-1	-4	-1
Nc1c(Cl)ncnc1N/N=C/c1ccc2ccccc2n1	x	x	x	13	-10	x	-78	4	x
O=c1[nH]cccc1-c1nc2ccccc2n1Cc1cccc(F)c1	17	0	-1	0	-5	-5	-304	1	3
COc1ccc(CC(=O)Nc2ccc3c(c2)OCO3)cc1S(=O)(=O)N1CCOCC1	-11	-3	6	2	-3	-13	18	0	-5
O=C(NCCc1ccccc1)Nc1cccc(Cl)c1	15	1	9	-1	-5	-9	22	17	-5
CCN(CC)C(=O)C1=C(C)NC(=O)NC1c1ccccc1F (stereo not given)	18	4	-4	x	x	-9	x	x	-2
COc1ccc2cc3cc(C(=O)N4CCN(c5ccccn5)CC4)oc3nc2c1	22	2	11	1	4	9	-82	15	-11
COC(=O)C(NC(=O)c1ccccc1Cl)(Nc1ncc(S(=O)(=O)c2ccc([N+](=O)[O-])cc2)s1)C(F)(F)F (stereo not given)	9	-6	11	-1	6	11	25	-1	-5
Cc1cccc(-c2nc3sc(C)cc3c(=O)o2)c1	12	-5	23	0	-4	5	-71	6	-1
O=C1CC2(CCCC2)Oc2ccc(F)cc21	2	-3	0	0	-3	8	-23	-1	-2
O=C(CC1Oc2ccccc2NC1=O)NCCCN1CCN(Cc2ccccc2)CC1 (stereo not given)	8	-1	11	1	-2	-4	-3	18	1
O=C(O)CCNC(=O)C12CC3CC(CC(C3)C1)C2	6	6	-5	4	-7	-25	0	4	1
CCOC(=O)C(C)Sc1nc2c(c(=O)[nH]c(=O)n2C)n1Cc1ccc(Cl)cc1 (stereo not given)	0	-10	28	0	-3	-18	9	48	-14
Cc1c(Cl)cccc1NS(=O)(=O)c1ccc(-c2ccc(=O)[nH]n2)o1	10	-11	-2	2	3	3	-12	-39	5

Next results:
SMILES	NALP3 yeast inh	SENP7 block	Apaf1 inhib	SENP1 FRET inh	HKDC1 inh	SENP6 block	SENP8 block-1	PfG6PD inh	SENP8 block-2
CC(=O)N(CCc1ccccc1)Cc1cc2ccc(C)c(C)c2[nH]c1=O	18	-6	7	1	5	-29	-50	-11	-11
Cc1ccc(C(=O)C2=C(O)C(=O)N(CCN3CCOCC3)C2c2ccccn2)o1 (stereo not given)	2	0	-1	x	x	-6	x	x	1
Oc1cccnc1CN1CCCCC1	x	x	x	-5	7	x	-2	11	x
COc1cc(/C=C(/C(=O)c2cccs2)c2nc3ccccc3[nH]2)ccc1O	-8	-2	2	-12	10	-6	7	-3	-6
COc1cccc(-c2nc(-c3ccc4c(c3)-c3ccccc3S4(=O)=O)c(-c3ccccc3)[nH]2)c1OC	2	9	8	-33	0	11	-463	-18	6
O=c1c(C/C=C/c2ccccc2)c(O)ccn1Cc1ccc(Cl)cc1Cl	-4	-11	17	2	6	-3	-6	-11	-12
Cc1ccccc1Nc1nc(N)nc(COC(=O)c2ccc(S(=O)(=O)N(C)C)cc2)n1	6	2	-3	-2	-6	-10	17	-13	-1
CCOc1ccc(S(=O)(=O)NCCCN2CCOCC2)cc1	16	-2	-14	3	-8	0	18	-9	3
Cc1ccc2nc(NS(C)(=O)=O)sc2c1	-9	-4	13	4	2	-9	13	-8	-15
NS(=O)(=O)c1ccc(NC(=O)CSc2nc3ccccc3[nH]2)cc1	4	3	-17	5	2	9	12	5	1
NS(=O)(=O)c1ccc(NC(=O)c2ccc3c(c2)OCO3)cc1	5	3	-3	3	1	-3	11	8	1
C[C@H]1CN([C@@H](C)CO)C(=O)c2cccc(NC(=O)C3CC3)c2O[C@H]1CN(C)CC1CCCCC1	19	3	6	2	2	-11	-5	6	-4
Cc1nc(S(=O)(=O)Cc2ccccc2)nc2c1CCC2	12	2	-12	2	-6	9	10	4	4
CC(=O)c1nn(-c2cccc(Br)c2)cc1C(=O)c1ccc(C)cc1	7	-7	1	2	-4	-11	14	-5	-6
CS(=O)(=O)c1ccc(Cl)c(NC(=O)CSc2n[nH]c(N)n2)c1	6	4	3	1	-7	-1	14	-6	-5
COc1ccc2nc(SCC(=O)NC3CCCCC3C)[nH]c2c1 (stereo not given)	-1	-1	-1	0	5	-6	6	-11	-2
O=C(O)c1nn(CCOc2ccc(Br)cc2)c(=O)c2ccccc12	8	-6	36	0	0	-14	12	12	-12
Cc1nc2sc(C(c3ccco3)N3CCC(Cc4ccccc4)CC3)c(O)n2n1 (stereo not given)	-1	0	12	-4	-2	1	4	12	-8
COC(=O)N(C)CCCC1(C)C(=O)N(C)c2ccc(O)cc21 (stereo not given)	-3	9	-3	1	5	4	-7	-10	-4
O=c1[nH]c(SCCOc2cccc3ccccc23)nc2ccccc12	15	-2	13	-1	17	-4	-4	1	1
CC1CN(c2ccc(NC(=S)Nc3ccc(N4CC(C)OC(C)C4)cc3)cc2)CC(C)O1 (stereo not given)	12	13	-6	4	2	-4	8	21	-13
Cc1ccc(S(=O)(=O)N2CCC(Oc3cccc(C(F)(F)F)c3)CC2)cc1	4	-1	32	1	9	11	2	14	3
CCCN(CC(=O)Nc1ccccc1OC)C(=O)CCNC(=O)c1ccccc1OC	15	-1	14	0	-3	12	19	8	0
Cc1nc(S(=O)(=O)NC2CCCCC2)c(C#N)c(C)c1Cl	11	-2	0	0	0	-7	20	3	0
